TEAD-YAP inh: TEAD-YAP interaction inhibition, primary screen, TEAD-YAP interaction inhibitor project, luminescence, HEK-TIYL cells. TEAD-Gal4/YAP UAS-luciferase luminescence. inhibition, % at 9.12 µM. 1.4% of 640,000 active. AID 1259422, 2018; in the data active = inhibition above about 32%;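 also: 0% = median of test compound wells and 100% = reference inhibitor wells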
FBW7 activator: FBW7 E3 ligase activators, primary screen, biochemical, AlphaScreen, human; F-box/WD repeat-containing protein 7 (Homo sapiens), Q969H0; AlphaScreen FBW7–phospho-cyclin E peptide binding, activator screen; normalized activity (activation), % at 26.1 µM; 0.13% of 650,000 active; in the data active = normalized activity above about 1.9%;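 also: purified mutant Fbw7 with reduced substrate affinity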
Target sequence (Q969H0 whole entry, looked up): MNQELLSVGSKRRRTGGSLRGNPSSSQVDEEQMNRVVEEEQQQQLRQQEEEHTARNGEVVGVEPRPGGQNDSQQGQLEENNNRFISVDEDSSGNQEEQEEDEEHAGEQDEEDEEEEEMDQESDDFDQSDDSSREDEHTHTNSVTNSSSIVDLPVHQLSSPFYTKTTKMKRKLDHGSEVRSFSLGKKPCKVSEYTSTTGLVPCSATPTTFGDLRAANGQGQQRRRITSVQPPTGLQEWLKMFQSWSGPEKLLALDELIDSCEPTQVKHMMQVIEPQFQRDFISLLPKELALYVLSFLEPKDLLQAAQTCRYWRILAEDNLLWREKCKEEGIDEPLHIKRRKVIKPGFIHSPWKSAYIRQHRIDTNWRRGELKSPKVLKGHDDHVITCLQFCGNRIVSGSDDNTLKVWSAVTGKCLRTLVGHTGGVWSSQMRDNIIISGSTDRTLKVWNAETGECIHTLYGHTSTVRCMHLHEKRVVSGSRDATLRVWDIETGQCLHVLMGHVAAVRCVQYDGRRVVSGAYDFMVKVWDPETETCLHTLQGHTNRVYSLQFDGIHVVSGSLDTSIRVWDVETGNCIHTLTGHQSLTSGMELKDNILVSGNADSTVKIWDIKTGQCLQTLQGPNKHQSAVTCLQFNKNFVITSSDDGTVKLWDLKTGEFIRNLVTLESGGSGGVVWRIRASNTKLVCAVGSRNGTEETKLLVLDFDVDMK
GPR151 ag: activators of human GPR151, primary screen, cell-based, PathHunter beta-arrestin, luminescence | G-protein coupled receptor 151 (Homo sapiens), Q8TDV0 | PathHunter beta-arrestin GPR151 cells | activation, % at 11.2 µM | 1% of 650,000 active; in the data active = activation above about 4.9%;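 also: 0% = median of compound wells and 100% = cells with positive control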
Target sequence (Q8TDV0 whole entry, looked up): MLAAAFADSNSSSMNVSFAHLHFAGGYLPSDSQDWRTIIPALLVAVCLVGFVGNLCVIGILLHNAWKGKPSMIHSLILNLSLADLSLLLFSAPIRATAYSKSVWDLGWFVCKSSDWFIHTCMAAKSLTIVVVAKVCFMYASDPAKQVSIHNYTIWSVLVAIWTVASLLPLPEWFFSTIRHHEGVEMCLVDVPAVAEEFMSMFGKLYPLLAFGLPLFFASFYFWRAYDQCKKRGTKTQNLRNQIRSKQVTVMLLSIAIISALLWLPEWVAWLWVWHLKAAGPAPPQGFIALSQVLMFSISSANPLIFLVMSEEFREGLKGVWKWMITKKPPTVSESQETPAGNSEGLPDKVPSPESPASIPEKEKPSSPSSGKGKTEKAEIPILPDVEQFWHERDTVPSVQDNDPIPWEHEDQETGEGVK
MITF primary: MITF inhibitors, primary screen, biochemical, AlphaScreen, human; AlphaScreen MITF homodimerization, bead proximity signal; Microphthalmia-associated transcription factor (Homo sapiens), O75030; inhibition, % at 2.6 µM; 0.91% of 650,000 active; in the data active = inhibition above about 50%;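 also: 0% = vehicle wells with protein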
* marks the source's active call; other numbers are inactive results; & = joins results of further samples.

molecule | TEAD-YAP inh | FBW7 activator | GPR151 ag | MITF primary
COCCN1CCCc2ccc(NS(=O)(=O)c3ccc(F)cc3F)cc21 | 1 | 0.0 | -0.5 | -11
CCOC(=O)c1c(NC(=O)C(C)Sc2nnc(CNC(=O)COc3ccccc3)n2C2CCCCC2)sc2c1CCC2 (centres undefined) | 10 | -0.2 | 0.3 | 0
O=C(c1cccc([N+](=O)[O-])c1)n1nc(-c2cccnc2)nc1NCc1cccs1 | -8 | 0.0 | -1.1 | -22
CCSC1=NCCN1C(=O)c1ccc(S(=O)(=O)N2CCCCC2)cc1 | 0 | -0.1 | -0.7 | 1
Cc1ccc(C)c(NC(=O)CCCn2cc([N+](=O)[O-])cn2)c1 | 5 | 0.1 | 2.8 | 19
CCN1C(=O)NC(c2ccc(OC)c([N+](=O)[O-])c2)C(C(=O)OC)=C1C (centres undefined) | 8 | 0.3 | -2.8 | -123
O=C(Nc1ccc(Cl)cc1)C1CC(=O)N(Cc2ccc3c(c2)OCO3)C(=Nc2ccc(F)cc2)S1 (centres undefined) | -1 | -0.1 | 1.4 | 3
CCC(=O)Oc1cc2c(C(=O)OC(C)C)c(C)oc2cc1Br | -44 | 0.0 | 8.2* | -6
COCCCN(C)C1CCN(C(=O)Cn2c(-c3ccccc3)cc(C(C)=O)c2C)CC1 | -7 | -0.1 | 3.5 | 5
Cc1ccccc1N1C(=O)NC(=O)/C(=C\C=C\c2ccccc2[N+](=O)[O-])C1=O | -10 | -0.1 | -2.0 | 11
COc1ccc(CNS(=O)(=O)c2ccc(F)c(C(=O)Nc3cc(C)ccc3OC)c2)cc1 | 4 | 0.1 | 0.9 | 6
COc1ccc(Nc2cnccn2)cc1 | 11 | 0.3 | 0.6 | -7
CCOc1ccccc1-n1nnnc1SCC(=O)NC(C)(C)C | 3 | 0.0 | 6.9* | -1
COc1ccc(C(=O)CSc2nc(-c3cccnc3)cc(C)c2C#N)cc1 | -7 | -0.2 | 1.0 | 1
O=C1C2C3C=CC(C3)C2C(=O)N1c1ccc(Oc2ccccc2)cc1 (centres undefined) | -3 | 0.0 | 1.0 | 6
CC(=O)c1ccc(NC(=O)c2cc(-c3ccc(O)cc3)on2)cc1 | -25 | 0.1 | 0.1 | 12
CCN(CC)CCN1CCN(c2ccnc3c(-c4cnc(OC)nc4OC)cnn23)CC1 | -34 | -0.5 | 0.7 | 6
CC(C)(C)c1ccc(CSc2nc3cc(C(=O)NCC4CCCO4)ccc3c(=O)n2Cc2ccco2)cc1 (centres undefined) | -1 | 0.0 | -0.6 | 0
CCOc1ncccc1C(=O)Nc1nc2ccccc2[nH]1 | 4 | 0.5 | -1.8 | 11
Cc1oc(C2CC2)cc1C(=O)N1CCC2(CC1)NC(=O)c1ccccc1O2 | 7 | 0.2 | -0.3 | 6
COc1ccc(-c2cncc(C(=O)Nc3ccc(NC(C)=O)cc3)c2)cc1 | 2 | -0.1 | 0.7 | 6
Cc1ccc(S(=O)(=O)C(CNS(=O)(=O)c2cccs2)c2ccco2)cc1 (centres undefined) | 0 | -0.3 | 0.8 | 0
COc1cc(-c2nc(-c3ccccc3)c(-c3ccc(Br)cc3)[nH]2)cc2c1OCO2 | -1 | 0.0 | 0.1 | 6
CCOC(=O)C1(Cc2cccc(F)c2)CCN(C(=O)COC)CC1 | -6 | -0.2 | 0.6 | -4
O=c1cc(N2CCCCC2)[nH]c(=O)n1Cc1ccc(F)cc1 | 1 | 0.0 | 0.5 | 8

One compound at a time, as listed above. Order of values: TEAD-YAP inh, FBW7 activator, GPR151 ag, MITF primary
Record of COc1ccc(CNS(=O)(=O)c2ccc(F)c(C(=O)Nc3cc(C)ccc3OC)c2)cc1 = 4, 0.1, 0.9, 6
Record of COc1ccc(-c2cncc(C(=O)Nc3ccc(NC(C)=O)cc3)c2)cc1 = 2, -0.1, 0.7, 6
Record of CCN1C(=O)NC(c2ccc(OC)c([N+](=O)[O-])c2)C(C(=O)OC)=C1C (centres undefined) = 8, 0.3, -2.8, -123
Record of CCC(=O)Oc1cc2c(C(=O)OC(C)C)c(C)oc2cc1Br = -44, 0.0, 8.2*, -6
Record of CCOC(=O)c1c(NC(=O)C(C)Sc2nnc(CNC(=O)COc3ccccc3)n2C2CCCCC2)sc2c1CCC2 (centres undefined) = 10, -0.2, 0.3, 0

(further entries)
molecule | TEAD-YAP inh | FBW7 activator | GPR151 ag | MITF primary
N#Cc1ccccc1CN1CCN(Cc2cccnc2)CCC1=O | 4 | 0.0 | -0.8 | -1
CCOC(=O)CC(=O)CSc1nc2c(sc(=S)n2-c2cc(OC)ccc2OC)c(=O)n1-c1ccccc1C | -20 | -0.2 | -0.5 | 2
Cc1nnc(NC(=O)CSc2ncn[nH]2)s1 | -7 | 0.0 | -1.2 | 1
Cc1cccc(Cn2cnc3sc4c(c3c2=O)CCC(NCc2ccccc2)C4)n1 (centres undefined) | 1 | 0.0 | 1.7 | 1
COc1ccc(-c2cn3c(C)c(C(=O)Nc4ccc(F)cc4)sc3n2)cc1 | -6 | 0.2 | 1.1 | 12
Cc1cccc(NS(=O)(=O)c2ccc3[nH]c(=O)ccc3c2)c1C | -6 | -0.2 | 0.4 | 7
O=S(=O)(c1cccc(Cl)c1)N1CCCC(c2nc(-c3ccc(F)cc3)no2)C1 (centres undefined) | -51 | -0.2 | -1.4 | 0
CS(=O)(=O)CCC(C(=O)N1CCCC1)N1C(=O)c2cc(Cl)c(Cl)cc2C1=O (centres undefined) | -1 | 1.3 | 0.9 | 15
Cc1[nH]nc(NC(=O)c2ccccn2)c1Br | -18 | -0.2 | -0.2 | 13
O=C1CCC(CCNCc2ccccc2)N1CCc1cccs1 (centres undefined) | 0 | 0.3 | -0.9 | 3
COc1cccc2cc(C(=O)NCc3ccccc3Br)c(=O)oc12 | -4 | 0.1 | -1.4 | 10
Cc1cc(CSc2nc3ccccc3s2)c(C)cc1CSc1nc2ccccc2s1 | 6 | 0.0 | 0.2 | 13
CCOc1ccc(C(=O)NCc2ccccc2)cc1Cl | 3 | 0.1 | -0.9 | 0
CCC(C)[C@H](NS(=O)(=O)c1ccc(Cl)cc1)C(=O)O (some centres undefined) | 3 | -0.1 | -0.9 | 8
Cc1ccc2c(c1)cc(CN(Cc1cccnc1)C(=O)NCc1ccccc1)c1nnnn12 | 7 | 1.3 | 0.8 | 10
CC(=O)c1cccc(-c2nc(N)c3ncn(-c4ccsc4)c3n2)c1 | 56* | -0.2 | -0.1 | -7
O=C1CCC/C(=N\NC(=O)COc2ccc(Cl)cc2)C1 | 2 | 0.2 | -0.6 | -2
O=C(O)c1cccc(-n2c(/C=C\c3ccccc3F)nc3ccccc3c2=O)c1 | -6 | -0.2 | 0.8 | -6
COc1ccc(Nc2nnc(Cc3ccccc3)c(=O)[nH]2)cc1OC | -1 | -0.2 | -0.7 | 2
O=C(CSc1nc2ccccc2c(=O)n1CCC(=O)N1CCN(c2ccccc2)CC1)NCCC1=CCCCC1 | -5 | 0.4 | -0.7 | 0
Nc1ccc(N)c(-c2nc3ccccc3s2)c1 | -10 | 0.0 | -1.0 | 5
CC(=O)c1ccc(NC(=O)COc2ccccc2C)cc1 | -56 | 0.3 | 1.3 | 0
O=C(O)COc1cccc(/C=C2/SC(=Nc3ccccc3Cl)NC2=O)c1 | 4 | -0.1 | -1.4 | 11
COc1ccccc1-c1cc(C(=O)NCC2CCC(c3nc4ccccc4n3C)CC2)[nH]n1 (centres undefined) | 0 | 0.1 | -0.4 | 4
COC(=O)c1c(NC(=O)COc2ccccc2Br)sc2c1C(C(=O)OC)CC2 (centres undefined) | -2 | 0.0 | 0.2 | 1
CCOC(=O)C1CCN(c2cc(C)nc3c(-c4ccc(OC)c(OC)c4)c(C)nn23)CC1 | 5 | 0.0 | 2.0 | -6
CC1C=CCC2C(=O)N(c3cccc(C(=O)N4CCCCCC4)c3)C(=O)C12 (centres undefined) | 8 | -0.1 | -1.1 | 12
Cc1c(Cl)cccc1-n1c(SCC(=O)Nc2cccc(C(F)(F)F)c2)nc2n[nH]c(C)c2c1=N | -3 | 0.1 | 0.1 | 4
COc1ccc(C(=O)Nc2ccc(N(C)C(C)=O)cc2)c(OC)c1 | -12 | 0.6 | -0.1 | -26
Cc1cc(C)c(-c2csc(NC(=O)c3cc(=O)c4ccccc4o3)n2)c(C)c1 | 1 | -0.2 | -0.4 | -13
CCN(CC)C(=O)CSc1nc2ccsc2c(=O)n1Cc1ccccn1 | -27 | 0.2 | 0.0 | 10
N#CC1=C(N)N(c2ccc(Br)cn2)C2=C(C(=O)CCC2)C1c1cccnc1 (centres undefined) | -1 | 0.1 | 0.1 | -60
O=C1CC(O)(C(F)(F)F)Oc2ccc3ccccc3c21 (centres undefined) | 12 | -0.1 | -1.3 | 3
Cc1ccc(SC(C)C(=O)N2CCCC2)cc1 (centres undefined) | -12 | 0.0 | -0.3 | -18
CCCC(=O)Nc1ccccc1NC(=O)COc1cccc(C)c1 | 3 | 0.1 | 2.4 | 16
CC(=O)c1ccc(NC(=O)C2CC=CCC2C(=O)OC(C)C(Cl)=C(Cl)Cl)cc1 (centres undefined) | 0 | -0.1 | -1.7 | -1
N#Cc1c(-c2ccc(F)cc2)cc(-c2cccs2)nc1SCc1ccccc1 | -17 | 0.2 | -0.6 | 19
CC(=O)Nc1cccc(NC(=O)/C=C/c2ccccc2)c1 | -54 | 0.2 | -0.5 | 10
Clc1nc(Cl)nc(NC2CCCCC2)n1 | -13 | -0.1 | 2.4 | 0
CCN(CC)CCNS(=O)(=O)c1cccc2nsnc12 | 8 | -0.1 | 0.0 | -4
O=C(Nc1ccccc1F)c1cc([N+](=O)[O-])ccc1N1CCOCC1 | -10 | -0.1 | 0.4 | 6
Cc1ccc(CNc2nc(CN(C)C(C)c3ccc4c(c3)OCCO4)nc3ccccc23)o1 (centres undefined) | -4 | -0.2 | 1.7 | -6
Cc1ccc(S(=O)(=O)NCCOc2ccc(F)cc2)s1 | -8 | 0.3 | -0.6 | 14
CCOC(=O)N1CCN(C(=O)Cn2ncn3c(cc4sc(CC)cc43)c2=O)CC1 | 3 | 0.1 | 0.1 | 3
N#Cc1cc(Br)ccc1OCc1ccc(C(=O)O)cc1 | -10 | 0.0 | 0.3 | -4
C=C(C)CN(CC)Cc1ccc(OC)c(OC)c1 | 0 | 0.3 | -0.5 | 15
CN(CC(=O)Nc1ncn[nH]1)S(=O)(=O)c1ccc(Br)cc1 | -1 | 0.0 | -0.9 | 18
CCn1c(C(=O)O)c(CC(=O)NC2CCCCC2)c2ccccc21 | 1 | 0.1 | -0.2 | 0
CC(=O)CSc1nc2ccc(N3C(=O)c4ccccc4C3=O)cc2s1 | -4 | -0.1 | 1.4 | -4
CCOc1ccc(/C=c2/sc3n(c2=O)C(c2cccs2)C(C(=O)OC)=C(C)N=3)cc1OC(C)=O (centres undefined) | 7 | -0.1 | 1.9 | -1

More structures:
molecule | TEAD-YAP inh | FBW7 activator | GPR151 ag | MITF primary
O=C(O)c1cccc(-c2cncc(-c3cccc(C(=O)NCCO)c3)n2)c1 | 2 | 0.0 | 2.5 | -6
O=c1oc(-c2ccccc2Br)nc2ccccc12 | 3 | 0.0 | -2.0 | 14
O=S(=O)(c1cccc(-c2nnc(SCC3CCCCO3)o2)c1)N1CCCCC1 (centres undefined) | -5 | 0.0 | 2.2 | -1
CC(NC(=O)COc1ccccc1)c1nnc2n1CCN(Cc1ccc(F)cc1)CC2 (centres undefined) | 3 | 0.4 | -2.0 | 15
O=C(Nc1csc2c1CCCC2)N(NC(=O)C(O)(c1ccccc1)c1ccccc1)c1ccccc1 | -3 | -0.1 | 0.2 | -5
COc1ccccc1C1=NN(C(=O)CCC(=O)O)C(c2ccccc2)C1 (centres undefined) | -2 | -0.1 | -0.1 | 3
Cc1c(CNCc2ccc(OC(C)C)cc2)c(C(=O)O)c(C)n1Cc1ccc(Cl)cc1 | 9 | 0.3 | 0.8 | 7
CC(=O)N[C@@H](C)C(=O)N1CCCC(c2nc(C)ncc2-c2ccc(F)cc2)C1 (some centres undefined) | 0 | -0.1 | 2.7 | 14
COc1ccc(-n2c(NC(C)=O)c[n+]3c2CCc2ccccc2-3)cc1 | 0 | 1.0 | -2.5 | -6
O=C(NCc1cccnc1)c1csc(Nc2ccc(-n3ccnc3)cc2)n1 | 8 | -0.1 | 0.6 | -3
COC(=O)Nc1ccc(S(=O)(=O)NCC(CCC(=O)O)C(F)(F)F)cc1 (centres undefined) | -1 | -0.1 | 1.4 | -4
CCOC(=O)c1ccccc1OC(=O)CSc1ccccc1[N+](=O)[O-] | -8 | -0.1 | 0.8 | -5
Cc1nc2c(C(=O)N3CCN(c4cccc(Cl)c4)CC3)cnn2c(C)c1Cc1ccccc1Cl | 12 | 0.0 | 5.3* | 2
O=C1c2c(O)cc(O)cc2O[C@H](c2ccc(O)c(O)c2)[C@H]1O | -13&-7 | -0.2&0.0 | 1.2&2.3 | 0&-5

Molecules above that contain a cyano group, in the order listed:
molecule | TEAD-YAP inh | FBW7 activator | GPR151 ag | MITF primary
COc1ccc(C(=O)CSc2nc(-c3cccnc3)cc(C)c2C#N)cc1 | -7 | -0.2 | 1.0 | 1
N#Cc1ccccc1CN1CCN(Cc2cccnc2)CCC1=O | 4 | 0.0 | -0.8 | -1
N#CC1=C(N)N(c2ccc(Br)cn2)C2=C(C(=O)CCC2)C1c1cccnc1 (centres undefined) | -1 | 0.1 | 0.1 | -60
N#Cc1c(-c2ccc(F)cc2)cc(-c2cccs2)nc1SCc1ccccc1 | -17 | 0.2 | -0.6 | 19
N#Cc1cc(Br)ccc1OCc1ccc(C(=O)O)cc1 | -10 | 0.0 | 0.3 | -4

Screening results: PubChem BioAssay, The Scripps Research Institute Molecular Screening Center
